Apaf-1 inh: blocks human Apaf-1 apoptosome activity; O14727; reconstituted apoptosome caspase-3 activity, DEVD-Rh110 fluorescence; inhibition, % at 20 µM; 330,000 compounds, 0.71% hits; AID 489030; active means inhibition of at least 40% at 20 µM;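 further: plate controls were DMSO wells for no effect and DEVD-CHO caspase inhibitor wells for full effect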
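Material: cell-free apoptosome with Apaf-1, procaspase-3 and caspase-9; Buffer or medium: Hepes pH 7.5 with detergent and BSA; Reagent: cytochrome c trigger plus (Z-DEVD)2-Rh110 caspase-3 substrate; Times: compound with Apaf-1, dATP, procaspase-3 30 min, then 50 min reaction, room temperature; Technique: Rh110 fluorescence intensity.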
SENP6 inh: SENP6 protease inhibition; 330,000 compounds, 1.8% hits; inhibition, % at 10 µM; Q9GZR1; Recombinant SENP6 catalytic domain, aminoluciferin luminescence;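 active means inhibition above about 50% at the single tested dose, limit read from the data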;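 further: plate controls were DMSO wells with enzyme for no effect and DMSO wells lacking enzyme for full effect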
APOBEC3G inh: APOBEC3G (human) deaminase inhibition; Q9HC16; inhibition, % at 20 µM; 330,000 compounds, 0.28% hits; recombinant A3G, ssDNA deamination FAM/TAMRA fluorescence;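 active means inhibition of at least 40% at 20 µM, with no more than 30% in the related APOBEC3A deaminase screen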;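 further: plate controls were DMSO wells with A3G for no effect and wells lacking A3G enzyme for full effect; some compounds called inactive have numbers as strong as hits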
Target sequence (Q9HC16 whole entry, looked up): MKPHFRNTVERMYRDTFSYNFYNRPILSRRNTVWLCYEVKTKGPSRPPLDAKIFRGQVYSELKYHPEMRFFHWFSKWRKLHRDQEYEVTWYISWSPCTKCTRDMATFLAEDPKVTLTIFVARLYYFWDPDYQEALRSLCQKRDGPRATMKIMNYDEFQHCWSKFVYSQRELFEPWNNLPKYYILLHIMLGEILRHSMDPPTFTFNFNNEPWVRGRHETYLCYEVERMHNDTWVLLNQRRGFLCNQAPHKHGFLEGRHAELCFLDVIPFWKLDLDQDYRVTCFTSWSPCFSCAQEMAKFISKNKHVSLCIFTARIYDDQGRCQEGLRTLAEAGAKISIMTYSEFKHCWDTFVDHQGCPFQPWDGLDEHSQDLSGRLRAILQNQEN
SENP7 block: blocks the human protease SENP7. recombinant SENP7, Z-RLRGG-aminoluciferin luminescence, 40 min. inhibition, % at 5 µM. 330,000 compounds, 1.5% hits. AID 434973;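 active means inhibition above about 50% at the single test dose, limit read from the data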;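 further: plate controls were DMSO with enzyme for no effect and no enzyme buffer wells for full effect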
SENP1 FRET inh: blocks the human SENP1 SUMO protease catalytic domain; recombinant SENP1 catalytic domain, CyPet-SUMO1-YPet FRET cleavage; inhibition, % at 10 µM; 360,000 compounds, 0.21% hits;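 active means inhibition at least 30% at 10 µM, raw YFP signal under a set limit, fluorescence ratio 0.5 to 1.5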;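 further: 0% = enzyme with DMSO and 100% = no enzyme wells; some results filed as inactive read as strong as hits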
Target sequence (Q9P0U3 419-644 limits assumed): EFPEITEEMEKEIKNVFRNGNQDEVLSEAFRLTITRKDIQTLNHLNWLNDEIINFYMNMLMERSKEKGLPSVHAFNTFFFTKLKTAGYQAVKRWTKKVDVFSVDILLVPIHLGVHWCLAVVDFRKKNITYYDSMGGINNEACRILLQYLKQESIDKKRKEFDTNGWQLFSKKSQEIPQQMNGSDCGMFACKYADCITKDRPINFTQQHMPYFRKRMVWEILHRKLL
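Controls: no-enzyme wells low, DMSO-plus-enzyme wells high control. Test system: human recombinant His6-tagged SENP1 catalytic domain enzyme. Reagent: SFCypet-SUMO1-SFYpet FRET protein substrate, 25 nM final. Doses: one dose per compound, 10 µM, 0.5% DMSO. Detection: FRET, CFP and YFP emission. Timing: 50 min reaction at room temperature.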
SENP8 block-1: inhibitors of human SENP8 protease; Q96LD8; recombinant SENP8, Nedd8 substrate fluorescence; inhibition, % at 20 µM; 360,000 compounds, 0.64% hits; AID 602440; in the data active means inhibition mostly above about 40%, no sharp cut-off; inactive means mostly below about 27%
SENP8 block-2: SENP8 protease inhibition | Q96LD8 | purified SENP8, Z-RLRGG-aminoluciferin cleavage, luminescence | inhibition, % at 10 µM | 330,000 compounds, 1.2% hits | AID 2540; in the data active means inhibition above about 50%
UBC13 polyUb: inhibitors of human UBC13 polyubiquitin chain formation; P61088; TR-FRET; 330,000 compounds, 0.47% hits; inhibition, % at 20 µM; in the data active means inhibition above about 45%, passing the limit was not always enough
Target sequence (P61088 whole entry, looked up): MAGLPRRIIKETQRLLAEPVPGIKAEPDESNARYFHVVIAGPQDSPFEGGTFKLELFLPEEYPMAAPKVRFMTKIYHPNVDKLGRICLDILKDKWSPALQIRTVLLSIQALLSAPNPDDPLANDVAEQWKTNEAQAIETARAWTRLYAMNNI
An asterisk follows results filed as active; i = inactive; · = no result given.

Second line of a record – Apaf-1 inh | SENP6 inh | APOBEC3G inh | SENP7 block | SENP1 FRET inh | SENP8 block-1 | SENP8 block-2 | UBC13 polyUb
CCN1CCN(Cc2nnc(-c3ccccc3)o2)CC1
    -3 | -1 | -6 | -2 | 2 | 22 | 3 | 4
O=C(CN1CCSCC1)N/N=C/c1ccc(F)cc1F
    -4 | -14 | -1 | 5 | 0 | 8 | 5 | 0
Cn1c2c(c(=O)[nH]c1=O)C(c1ccc(O)cc1)C1=C(N2)c2ccccc2C1=O (stereo unspecified)
    7 | -10 | -6 | -2 | 3 | 32 | 6 | -8
O=C1OC(CO)CN1Cc1ccccc1 (stereo unspecified)
    -3 | -12 | -10 | 4 | 4 | 18 | -8 | 4
COc1ccc(CCN2CCCC(CN(C)C(=O)c3ccoc3)C2)cc1 (stereo unspecified)
    11 | 3 | 4 | -1 | -2 | 8 | 4 | -3
O=c1oc2c(Cl)cc(Cl)cc2cc1-c1nnc(Nc2ccccc2F)s1
    -3 | -4 | -6 | 10 | · | · | 6 | 0
c1cc2nnnn2nc1N1CCCCC1
    -24 | 1 | -7 | 58* | 2 | 5 | 5 | -4
COc1cc(NC(=O)COC(=O)Cc2ccsc2)cc(OC)c1
    8 | -11 | 2 | 12 | 4 | 8 | -1 | 13
C=CCNc1nc(C(=O)OCC(=O)c2ccc(C)c([N+](=O)[O-])c2)cs1
    -8 | -6 | -17 | -2 | 1 | 7 | -4 | -8
CCOc1ccc(C(=O)NC2CCN(C(=S)NCc3ccco3)CC2)cc1
    -6 | -9 | -13 | 0 | 0 | 2 | -2 | 0
O=C(c1ccccc1Cl)N1CCN(S(=O)(=O)c2cccs2)CC1
    -2 | 3 | -6 | -2 | 0 | 5 | 4 | -2
O=[N+]([O-])c1ccc2[nH]c3c(c2c1)CCCC3
    3 | -6 | -4 | -8 | 1 | 11 | -11 | -15
COC(=O)[C@H]1C[C@@H]1[C@H](NC(=O)c1cnccn1)c1ccccc1
    0 | 6 | 2 | 2 | -2 | 23 | 1 | 1
CCCCNc1c(-c2ccc(OC)c(Sc3ccc(OC)cc3)c2)nc2ccc(Cl)cn12
    29 | 8 | -7 | 1 | -54 | i | 0 | 9
CSCCC(=O)N1CC[C@@H](N2CCN(c3ccccc3F)CC2)[C@H](O)C1
    -5 | 3 | -6 | 2 | -1 | 17 | 5 | -1
CCc1ccc(-c2nc(CSCC(=O)NC3CC3)c(C)o2)cc1
    -6 | -7 | -6 | 3 | 0 | 11 | -2 | -1
COc1ccc(OC)c(-n2c(-c3cccc(S(=O)(=O)N(C)C)c3)n[nH]c2=S)c1
    0 | -2 | 16 | 10 | 0 | -27 | 1 | -6
Cc1ccc(S(=O)(=O)N2CCCC(C(=O)NCC(C)C)C2)cc1 (stereo unspecified)
    0 | -17 | 13 | -7 | 1 | 17 | -7 | -20
COC(=O)c1ccc(CN2CCN(C3CCCC3)C(CCO)C2)cc1 (stereo unspecified)
    -5 | -8 | -6 | 6 | 1 | 5 | 4 | -4
O=C(Cc1cccs1)N/N=C/C(Cl)=C/c1ccccc1
    -11 | -9 | -7 | -3 | -2 | 12 | -3 | 5
CCOc1ccc2ccccc2c1/C=N\NC(=O)c1ccc([N+](=O)[O-])cc1
    5 | -6 | -5 | -1 | 5 | 32 | 6 | -18
Cc1ccc(CNC(=O)c2ccc(N3CCC4(CC3)CC(c3cccc(Br)c3)=NO4)c(NC(=O)c3ccc(Br)cc3)c2)cc1
    12 | 4 | -5 | -3 | 1 | -2 | -7 | 6
CCCc1c(NC(=O)Nc2ccc(F)cc2)cnn1-c1ccc(Cl)cc1
    11 | -23 | 5 | -5 | 1 | 21 | -4 | 0
COc1ccc2cc(S(=O)(=O)NCCCN3CCOCC3)ccc2c1
    4 | -4 | 2 | 3 | 1 | 17 | -3 | -2
Cc1cccc(NC(=O)CSc2nnc(-c3ccco3)c(-c3ccco3)n2)c1
    26 | 7 | 16 | 8 | 3 | 21 | 12 | -2
Cc1ccc(O)c(CC(C)C)n1
    -1 | -27 | 1 | 7 | 2 | -147 | 0 | -3
COc1ccc(CN(C)C(=O)c2ccccc2OCc2c(C)noc2C)cc1OC
    0 | -3 | -2 | -5 | 0 | 2 | -2 | 1
CCCc1nc(SCC(=O)NC2CC2)c2c(C)c(C)sc2n1
    7 | -8 | -10 | 3 | 2 | 4 | 3 | 7
CCCOc1ccc(C2NC(=O)NC(c3ccccc3)=C2C(C)=O)cc1OCC (stereo unspecified)
    -3 | 6 | -1 | -8 | 5 | 7 | -9 | -3
CN(CC(=O)Nc1ccc(F)cc1)C(=O)COC(=O)Cc1c(F)cccc1Cl
    9 | 3 | -6 | -2 | 1 | 1 | -7 | 0
O=C(COC(=O)C1c2ccccc2Oc2ccccc21)Nc1ccc2c(c1)OCO2
    7 | -9 | -2 | 4 | -8 | -2 | -4 | -7
O=C(NCCCN1CCN(c2ccc(F)cc2)CC1)C1CCCN(c2ncnc3c2nc2n3CCCCC2)C1 (stereo unspecified)
    9 | -35 | -10 | -1 | -1 | 17 | -5 | 83*
CCCN(C(=O)c1c(-c2ccccc2)noc1C)c1c(N)n(Cc2ccccc2)c(=O)[nH]c1=O
    13 | 8 | 5 | -3 | 2 | 3 | -2 | -6
CCN(CC(=O)Nc1cc(OC)ccc1OC)Cc1nc2ccccc2c(=O)[nH]1
    -18 | 1 | -8 | 6 | 2 | 4 | 9 | 6
CCc1ccccc1NC(=O)CCS(=O)(=O)c1ccc(OC)cc1
    -117 | -21 | 12 | 0 | -2 | 14 | 5 | 4
Cn1cccc1Cc1nnc(SCC(=O)N2CCOCC2)n1CCc1ccccc1
    -1 | -11 | -3 | 1 | 0 | -1 | -3 | 4
O=S(=O)(c1ccc(F)cc1)N1CCN(Cc2nnc(-c3ccccc3)o2)CC1
    3 | -17 | -2 | -1 | 0 | 4 | 6 | 12
O=C(Nc1cccc(C(=O)O)c1)/C(=C\c1ccc2c(c1)OCO2)NC(=O)c1ccc(Br)cc1
    13 | -3 | -4 | -3 | -12 | -14 | 1 | -10
Cc1cc(C)c2nc(NC(=O)[C@@H](NC(=O)c3cccc(S(=O)(=O)N4CCOCC4)c3)C(C)C)sc2c1
    8 | 9 | -1 | 1 | 0 | 1 | -2 | 5
COC(=O)c1ccc2c(c1)C(=O)/C(=C/c1ccc(C)cc1)O2
    6 | 12 | 2 | 7 | -9 | -29 | -3 | -14

(next part)
compound,Apaf-1 inh,SENP6 inh,APOBEC3G inh,SENP7 block,SENP1 FRET inh,SENP8 block-1,SENP8 block-2,UBC13 polyUb
COc1cc2c(cc1OC)CN(Cc1ccc(C)s1)CC2,-2,8,-7,-5,-5,-37,-4,13
CCCn1c(=O)c2ccccc2n2c(Sc3nnnn3-c3ccccc3)nnc12,3,-1,-4,9,3,32,0,6
O=C(/C=N/O)NCCCN1CCCCCC1,2,-5,0,0,-1,27,2,3
O=C(COC(=O)c1cc(=O)[nH]c2ccccc12)NC(=O)c1ccccc1,11,-12,-5,-3,1,-229,-14,-3
Cc1ccc(CNC(=O)COC(=O)c2ccc(S(=O)(=O)N3CCCCCC3)cc2)cc1,-2,-14,-6,-12,1,2,-18,-6
Cc1cccn2c(=O)c(C=C(C#N)C#N)c(N3CCN(c4ccccc4)CC3)nc12,21,8,1,2,-73,-134,4,-2
CCOc1cc(-c2c(C)c(CC)nc(N)c2C#N)ccc1O,-13,4,-4,-7,2,-104,6,5
CCOCCCNC(=S)Nc1cc(OCC)c(NC(=O)c2ccco2)cc1OCC,8,-30,-10,-9,-4,-14,-8,-9
NC(=S)NNc1cccc2cccnc12,76*,91*,15,38,4,51*,49,-20
N#Cc1ccccc1NC(=O)COC(=O)c1ccc2c(c1)OCO2,-2,-15,-5,1,1,3,-1,0
COc1cccc(N2C(=O)CC(Sc3nc(C)cc(C)n3)C2=O)c1 (stereo unspecified),4,-5,-5,-1,1,-6,-4,-5
Cc1ccc(C(=O)OCC(=O)NC2CCCC(C)C2C)cc1S(=O)(=O)N1CCCCC1 (stereo unspecified),1,1,-9,-2,0,20,3,11
O=C(CCNS(=O)(=O)c1ccccc1F)N1CCN(Cc2ccccc2)CC1,-5,0,-6,1,0,-3,10,6
COc1ccc(OCC(=O)NNC(=O)c2ccccn2)cc1,5,12,3,14,1,9,5,69*
CCOc1ccc(NC(=O)c2ccc(F)c(S(=O)(=O)N3CCN(c4ccccn4)CC3)c2)cc1,5,-14,-1,2,3,10,-6,-6
CCCNCc1cc(OCC)c(OCC(N)=O)cc1Br,-8,-19,-8,-8,1,27,-3,10

Printed as active in SENP6 inh, among the entries above:
Compound	SENP6 inh	APOBEC3G inh	SENP7 block	SENP1 FRET inh	UBC13 polyUb
NC(=S)NNc1cccc2cccnc12	91*	15	38	4	-20

Next part.
compound,Apaf-1 inh,SENP6 inh,APOBEC3G inh,SENP7 block,SENP1 FRET inh,SENP8 block-1,SENP8 block-2,UBC13 polyUb
O=C(CCN1CCc2ccccc2CC1)c1ccc2c(c1)OCCO2,4,-6,-11,-7,1,20,-6,-2
CCc1nn(C(C)C(=O)NCc2cccc(OC)c2)c(=O)c2cc3occc3n12 (stereo unspecified),12,11,10,4,-1,0,3,-8
CSc1cccc(NC(N)=S)c1,-6,-23,-6,0,2,5,-5,0
COc1ccc2oc(=O)cc(-c3cc4ccccc4o3)c2c1,-7,4,-1,6,-4,-158,-2,1
O=C(Nc1ccc(Br)cc1F)c1ccncc1,-5,11,-2,11,0,28,-5,-1
C=CCn1c(COc2ccc(F)cc2)nnc1SCC(=O)NC1CCS(=O)(=O)C1 (stereo unspecified),-7,5,-8,-2,4,-16,1,-1
Cc1ccnn2cc3c(=O)n(C)c(=O)n(C)c3c12,-4,0,2,-2,·,·,6,-4

An excerpt from above with just Apaf-1 inh, SENP6 inh and APOBEC3G inh.
Compound	Apaf-1 inh	SENP6 inh	APOBEC3G inh
O=S(=O)(c1ccc(F)cc1)N1CCN(Cc2nnc(-c3ccccc3)o2)CC1	3	-17	-2
O=C(Nc1cccc(C(=O)O)c1)/C(=C\c1ccc2c(c1)OCO2)NC(=O)c1ccc(Br)cc1	13	-3	-4
Cc1cc(C)c2nc(NC(=O)[C@@H](NC(=O)c3cccc(S(=O)(=O)N4CCOCC4)c3)C(C)C)sc2c1	8	9	-1

High-throughput results (PubChem)
